# Compound activity from PubChem BioAssay.
# KCC2 mod: KCC2 (human) Cl- transport modulation | B-score of Tl+ flux slope (higher = more flux/activation; lower = inhibition) at 10 µM | KCC2 cells, thallium flux FluoZin-2 fluorescence | Q9H2X9 | hit rate 2.2% among 190,000;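 active means thallium flux slope and its plate-corrected score both differing from the plate sample mean at a set confidence after two filtering rounds, in either direction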;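 further: slope of fluorescence scaled to starting intensity during 10 to 20 s after thallium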
# Target sequence (Q9H2X9 whole entry, looked up): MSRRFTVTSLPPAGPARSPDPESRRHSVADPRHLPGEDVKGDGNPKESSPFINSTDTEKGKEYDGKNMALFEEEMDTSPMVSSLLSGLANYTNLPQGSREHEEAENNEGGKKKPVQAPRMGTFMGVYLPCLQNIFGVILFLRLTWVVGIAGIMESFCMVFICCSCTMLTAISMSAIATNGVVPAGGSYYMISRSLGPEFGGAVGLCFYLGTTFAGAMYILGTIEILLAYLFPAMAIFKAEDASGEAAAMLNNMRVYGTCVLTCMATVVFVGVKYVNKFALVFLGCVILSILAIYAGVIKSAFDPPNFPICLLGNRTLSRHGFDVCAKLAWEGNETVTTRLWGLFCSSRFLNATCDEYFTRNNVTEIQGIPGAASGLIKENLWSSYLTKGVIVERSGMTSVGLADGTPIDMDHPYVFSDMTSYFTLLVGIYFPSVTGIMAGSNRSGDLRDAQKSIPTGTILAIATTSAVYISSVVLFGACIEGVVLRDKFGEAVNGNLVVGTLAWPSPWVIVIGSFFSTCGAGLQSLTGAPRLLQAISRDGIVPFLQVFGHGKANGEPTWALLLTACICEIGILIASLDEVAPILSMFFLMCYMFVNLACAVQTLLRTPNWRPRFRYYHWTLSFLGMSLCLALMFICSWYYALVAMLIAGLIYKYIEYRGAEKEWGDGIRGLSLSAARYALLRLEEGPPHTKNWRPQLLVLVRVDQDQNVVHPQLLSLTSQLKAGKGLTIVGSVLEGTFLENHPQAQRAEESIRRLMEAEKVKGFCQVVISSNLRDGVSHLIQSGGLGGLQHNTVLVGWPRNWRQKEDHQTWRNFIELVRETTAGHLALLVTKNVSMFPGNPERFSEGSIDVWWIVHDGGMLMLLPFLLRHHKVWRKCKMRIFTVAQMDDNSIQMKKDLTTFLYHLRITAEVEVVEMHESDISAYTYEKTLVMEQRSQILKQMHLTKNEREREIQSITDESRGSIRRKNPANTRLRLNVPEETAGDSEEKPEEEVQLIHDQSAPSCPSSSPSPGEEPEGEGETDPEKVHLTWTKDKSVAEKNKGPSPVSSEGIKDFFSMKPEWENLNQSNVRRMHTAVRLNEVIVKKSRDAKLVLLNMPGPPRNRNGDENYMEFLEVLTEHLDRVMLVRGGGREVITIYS
# Thrombin inh: inhibitors of human thrombin; P00734; alpha-thrombin, Boc-VPR-AMC fluorogenic substrate cleavage; inhibition, % at 5 µM; hit rate 0.26% among 220,000;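 active means inhibition at or above 40%; inactive means inhibition below 40%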;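 further: 0% = enzyme with no compound and 100% = wells without enzyme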
#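 Material: human alpha-thrombin enzyme / Medium: pH 7.5 Tris (50 mM) with NaCl 150 mM, Tween 20 0.05% / Compound: single-point dosing at 5 µM, 0.2% DMSO / Incubation: enzyme reaction carried out at room temperature / Detection: AMC fluorescence, 355/460 nm / Read-out basis: percent inhibition scaled between no-compound controls and no-enzyme blanks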
# FXIa inh: factor XIa (human) inhibition; inhibition, % at 5 µM; purified FXIa, Boc-Glu-Ala-Arg-AMC fluorogenic substrate; P03951; hit rate 0.14% among 220,000;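 active means inhibition of at least 40%; inactive means inhibition below 40%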;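 further: fluorescence of freed AMC excited at 355 nm; 0% = enzyme without compound and 100% = no enzyme blank; many of its hits are not listed in these tables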
# p97 ATPase inh: human p97 ATPase inhibition. P55072. recombinant p97 ATPase, Kinase-Glo ATP luminescence, 3 h. inhibition, % at 8 µM. hit rate 0.42% among 220,000. AID 1481; in the data active means inhibition above about 15%;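 further: 0% = DMSO vehicle and 100% = wells lacking enzyme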
# Wee1 degr inh: blocks degradation of human Wee1 kinase | P30291 | HeLa Luc-Wee1K328M stability, luciferase luminescence; 100% = proteasome inhibitor MG132 effect | reporter increase, % at 5 µM | hit rate 1.2% among 220,000 | AID 1321;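 active means activation above the mean of all tested compounds plus 3 SD, set per screening run, cut at about 8.8% in these data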;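 further: cells exposed to compound for 20 h before luminescence read; 0% = DMSO alone and 100% = MG132 at 30 µM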
# PERK inhibitor: inhibitors of human PERK kinase; hit rate 0.17% among 220,000; Q9NZJ5; AID 1416; CHO PERK-DD fusion, SEAP luminescence translation reporter; inhibition, % at 5.6 µM;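 active means inhibition above the mean inhibition of all tested compounds plus 3 SD, set separately per screening campaign, cut at about 2.9% in these data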;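 further: PERK kinase domain activated by AP20187 dimerizer at 100 nM; 0% = DMSO with dimerizer and 100% = rapamycin at 8.4 µM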
# FXIIa inh: blocks human coagulation factor XIIa protease activity; P00748; inhibition, % at 5 µM; purified FXIIa, Boc-QGR-AMC fluorogenic substrate, 2 h; AID 800; hit rate 0.3% among 220,000; in the data active means inhibition above about 40%;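 further: 0% = enzyme with no compound and 100% = blank without enzyme; many of its hits are not listed in these tables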
# Furin inh: inhibitors of human furin; P09958; purified furin, fluorogenic substrate cleavage; inhibition, % at 30 µM; hit rate 0.061% among 220,000; AID 463115; in the data active means inhibition above about 25%; further: inactives centre near -15
# hK5 inh: inhibitors of human kallikrein 5. Q9Y337. recombinant hK5, fluorogenic AMC substrate cleavage. inhibition, % at 5 µM. hit rate 0.59% among 210,000;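 active means inhibition of 40% or more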;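 further: 0% = enzyme controls without compound and 100% = no-enzyme blanks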
# An asterisk follows results filed as active; nt = not tested or not shown; & = joins results of further samples; [ ] = dose if it differs, or a comment.
SMILES,KCC2 mod,Thrombin inh,FXIa inh,p97 ATPase inh,Wee1 degr inh,PERK inhibitor,FXIIa inh,Furin inh,hK5 inh
COC(=O)c1sccc1NC(=S)Nc1cccc(F)c1,0.74,-7,-1,6,1,1.6,2,-21,-3
Cc1cccn2c(=O)c3cc(C(=O)NCc4ccco4)c(=N)n(CCOCCO)c3nc12,-1.5,-2,-6,10,0,0.8,-2,-35,-2
COC(=O)c1ccc(Oc2ccc3nncn3n2)cc1,-0.36,-2,7,3,-3,0.2,11,-25[20 µM],-6
O=C1C2N=NN(CC(=O)N3N=C(c4cccc5ccccc45)CC3c3ccccc3)C2C(=O)N1c1ccccc1 (centres undefined),-0.23,2,8,-1,1,-0.9,6,-22[20 µM],-4
CCS/C(N)=N/N=C/c1cc(C)ccc1O,0.56,-4,-2,-2,1,0.3,0,-17[20 µM],-5
Cn1ccc(C(=O)OCC(=O)c2ccccc2)n1,0.013,-5,-5,1,0,-0.7,7,-20,21
Cc1nn(C(C)(C)C)c(OC(=O)c2ccc3c(c2)OCO3)c1Sc1ccccc1,0.045,0,-3,-8,2,-0.7,7,-15[20 µM],-48
CCCCn1cnc2c(c1=O)c1nc3ccccc3nc1n2Cc1ccc2c(c1)OCO2,-0.61,1,7,-2,-3,1.4,9,-16,-5
CCC1(C)Cc2c(sc3nc(SC)[nH]c(=O)c23)CO1 (centres undefined),0.82,-5,-4,2,-3,-0.2,5,-13,-5
CCCn1c(N)c(C(=O)CSc2nnc(-c3ccco3)n2Cc2ccccc2)c(=O)[nH]c1=O,0.13&0.044,0,6,7,0,-0.5,13,-26,-9
O=c1c(N2CCOCC2)coc2ccccc12,-1.5,-3,3,6,2,0.6,9,-11,nt
COc1ccc(/C(O)=C2/C(=O)C(=O)N(CCN3CCOCC3)C2c2ccccn2)cc1 (centres undefined),1.7,6,3,-5,0,-0.5,13,6,-17
COC(=O)c1cn(NC(=O)c2cccnc2)c(=O)c2ccccc12,nt,1,0,3,1,-0.8,9,-17[20 µM],-9
Cc1ccccc1CSc1ncc(C#N)c(N)n1,nt,0,-5,-1,-3,0.7,0,-10,-8
Cc1noc(C)c1C(=O)NCc1ccccc1F,0.87,0,-10,1,0,0.3,-9,-30,-29
O=C(N/N=C/c1ccc(OC(=O)c2ccc3c(c2)OCO3)cc1)c1cncc(Br)c1,-0.015,-1,5,1,-3,0.1,6,-12,7
Cc1c(NC(=S)Nc2cccc(Cl)c2)c(=O)n(-c2ccccc2)n1C,0.55,-13,-4,-4,-2,-0.6,5,-13,-1
COc1ccc(C(=O)NNC(=O)c2snnc2C)cc1,0.066,4,1,4,-3,0.4,12,-16,-1
O=S(=O)(NCCOC12CC3CC(CC(C3)C1)C2)c1cccc2nsnc12,-1.1,10,-10,-9,-1,-1.2,-1,-27[20 µM],-15
NC(=O)CSc1nnc(C2CC2)n1Cc1ccccc1,0.59,1,13,-5,-2,1.1,14,-25,7
O=C(CCCOc1ccc(Cl)cc1Cl)NCC1CCCO1 (centres undefined),-0.031,-7,-3,0,-2,1.1,9,-11[20 µM],-9
CN(C)/C=C1\N=C(c2ccccc2)OC1=O,0.058,3,23,2,-1,0.3,6,-2,-7
COc1ccc(/C=N/NC(=O)c2ccc(C)cc2)cc1CN1CCN(c2ccc(F)cc2)CC1,nt,-2,-4,3,-1,0.0,4,-17[20 µM],-12
COC(=O)c1cnc(N2CCCN(S(=O)(=O)c3ccccc3)CC2)nc1C(F)(F)F,-1.4,-4,-12,3,-1,-0.8,1,-7,-5
CCn1c(=O)cc(OCC(=O)NCc2ccc(C)o2)c2ccccc21,-0.81,-6,-9,4,7,-0.2,-4,-27[20 µM],-3

# Not a retest: an excerpt of the list.
SMILES,KCC2 mod,Thrombin inh,FXIa inh,p97 ATPase inh,Wee1 degr inh,PERK inhibitor,FXIIa inh,Furin inh,hK5 inh
COC(=O)c1sccc1NC(=S)Nc1cccc(F)c1,0.74,-7,-1,6,1,1.6,2,-21,-3
Cc1cccn2c(=O)c3cc(C(=O)NCc4ccco4)c(=N)n(CCOCCO)c3nc12,-1.5,-2,-6,10,0,0.8,-2,-35,-2

# (further entries)
SMILES,KCC2 mod,Thrombin inh,FXIa inh,p97 ATPase inh,Wee1 degr inh,PERK inhibitor,FXIIa inh,Furin inh,hK5 inh
Oc1ccc(-c2csc(Nc3ncccn3)n2)c(O)c1,-0.37,-3,-4,1,6,-0.1,3,-13,-3
C/C(N)=C(/C#N)C(=O)COC(=O)c1cc(-c2ccc(C)cc2)nc2ccccc12,1.5,0,7,3,-1,-0.1,14,-28,-6
COc1cccc2c1OC1(CCN(C(C)C)CC1)N1N=C(c3cccnc3)CC21 (centres undefined),0.91,-10,2,10,2,1.2,0,-17,0
COc1ccc(-c2csc(NCc3ccco3)n2)cc1C,1.6,-1,0,-1,-4,-0.2,22,-7,-4
O=C(NC1CC1)c1ccc(-c2nc3ccccc3s2)s1,-0.24,4,4,-6,-3,0.2,17,-15,-5
COC(=O)c1ccc(C(C(=O)NC2CCCCC2)N(Cc2ccccc2)C(=O)Cc2cccs2)cc1 (centres undefined),0.33,-1,6,7,2,0.7,12,-12,-4
CC(=O)c1c(C)[nH]c(C(=O)NCCC2=CCCCC2)c1C,0.3,0,-10,7,6,-1.4,15,-19,-25
NC(=O)c1nnsc1Sc1c(C(N)=O)nnn1-c1cccc(N)c1,-0.043,-11,-7,4,6,1.6,5,-19,-3
CCCC(c1nnnn1CC1CCCO1)N1CCN(c2nc3ccccc3s2)CC1 (centres undefined),-3.8*,-1,3,-7,1,-1.4,6,-4[20 µM],-13
COc1cccc(CNC(=O)c2nnn(CC(=O)Nc3ccc4c(c3)OCO4)c2N)c1,-1.4,-9,1,1,-1,0.9,6,-8,0
CC(Sc1ccc(Cl)cc1)C(=O)Nc1ccc2c(c1)OCO2 (centres undefined),0.069,4,3,-4,1,-0.5,14,-10[20 µM],-12
CC1CCN(C(=O)C2CCC(C)(C(=O)O)C2(C)C)CC1 (centres undefined),0.23,-5,-2,3,0,0.1,8,-22,-4
CC(=O)Nc1ccc(S(=O)(=O)N=S(C)(C)=O)cc1,-0.85,-3,-1,4,0,1.0,2,-20,-16
Cc1ccc(C(CC(=O)c2ccc(Cl)cc2)C(=O)O)cc1 (centres undefined),0.23,-7,-6,3,-1,1.0,1,-25,-5
CC(=O)Nc1ccc(OCC(O)Cn2c3ccccc3c3ccccc32)c(C)c1 (centres undefined),-1.2,1,1,1,-1,-0.5,9,-16[20 µM],-18
CSc1nc(N)nc(SCC(=O)C(C)(C)C)c1C#N,0.05,4,9,1,0,-0.9,28,-19[20 µM],-9
CC(=O)Nc1ccc(-c2csc(N/N=C\c3ccncc3)n2)cc1,0.62,-2,0,6,-1,-0.3,8,-10,-1
COc1ccccc1NC(=S)NNC(=O)c1ccc(O)cc1,-0.41,-3,-2,5,0,0.1,-1,-14[20 µM],-34
O=C(c1ccc(S(=O)(=O)N2CCCC2)cc1)N1CCC(CN2C(=O)c3cccc4cccc(c34)C2=O)CC1,-3.1,-2,2,5,-1,-1.3,6,-6,-2
COc1ccc(CCNC(=O)CSc2ccc(-c3ccccc3)nn2)cc1,-0.91,-10,7,2,-4,0.7,8,-20,-3
COC(=O)c1ccc(C(=O)OC)c(NC(=O)N2c3ccccc3Sc3ccccc32)c1,nt,-11,-6,4,-4,1.6,4,-23,-26
COCCN(C(C)=O)c1nnc(-c2cnccn2)s1,0.99,-2,-11,3,-2,0.9,5,-8,-14
Cc1c(NC(=S)NC(=O)c2ccc(Br)o2)c(=O)n(-c2ccccc2)n1C,0.96,-4,-3,3,-3,1.4,1,-17,-4
Cc1ccc(O)c(CNn2cnnc2)c1,1,2,0,-3,3,-0.2,13,-11[20 µM],-1
NS(=O)(=O)c1ccc(CCNC(=O)C2CCN(S(=O)(=O)c3c(Cl)cccc3Cl)CC2)cc1,-0.74,0,0,5,0,1.5,6,-25,9

# An excerpt of these results, with the structure last:
KCC2 mod | Thrombin inh | FXIa inh | p97 ATPase inh | Wee1 degr inh | PERK inhibitor | FXIIa inh | Furin inh | hK5 inh | Molecule
-1.2 | 1 | 1 | 1 | -1 | -0.5 | 9 | -16[20 µM] | -18 | CC(=O)Nc1ccc(OCC(O)Cn2c3ccccc3c3ccccc32)c(C)c1 (centres undefined)
-1.4 | -9 | 1 | 1 | -1 | 0.9 | 6 | -8 | 0 | COc1cccc(CNC(=O)c2nnn(CC(=O)Nc3ccc4c(c3)OCO4)c2N)c1

# Next entries
SMILES,KCC2 mod,Thrombin inh,FXIa inh,p97 ATPase inh,Wee1 degr inh,PERK inhibitor,FXIIa inh,Furin inh,hK5 inh
CC(C)OC(=O)CSc1nnc(SCc2cccc3ccccc23)s1,nt,-10,-4,-5,0,1.4,-6,-15[20 µM],-15
CCN(CC)C(=O)CCCOc1ccc(Cl)cc1Cl,nt,-3,-8,-1,1,0.9,-6,-15,-3
Cc1cccc(C)c1NC(=S)NCCc1ccc(O)c(O)c1,0.081,nt,1,10,1,0.7,2,-18,-6
Fc1ccccc1-n1cc(-c2ccccc2)[nH]c1=S,70*,-7,4,5,1,0.3,15,-10,4
COc1ccccc1OCc1nc(C#N)c(N2CCCC2)o1,-1.8,-11,-8,2,0,-1.2,-2,-15,-2
COc1ccc(-c2cc(C(F)(F)F)nc(N3CCN(C)CC3)n2)cc1,nt,4,3,-9,2,-1.5,19,-16,-3
CSc1ccccc1C(=O)Nc1ccc2c(c1)OCCO2,0.2,-2,1,2,0,0.6,-4,-15[20 µM],0
Cc1nn(-c2ccccc2)c(Cl)c1C1C(C#N)=C(N)OC2=C1C(=O)CC(C)(C)C2 (centres undefined),nt,-1,-7,6,0,-0.5,0,-18[20 µM],-28
O=S(=O)(Nc1ccccc1O)c1ccc(Cl)nc1,-0.057,-2,2,6,3,1.1,11,-18,-2
COc1ccc(Oc2ccccc2/C=N/O)cc1,-1.6,-1,1,-6,-2,-0.2,0,-13[20 µM],117*
COc1ccc(N2C(=O)C(OC(C)=O)C2c2ccc(C)cc2)cc1 (centres undefined),0.009,1,0,-4,3,-0.9,3,-7,6
Cc1c(C(=O)NN2CCOCC2)oc2c1ccc1ccccc12,-2.1,2,-6,4,2,0.6,2,-22,-11
CCn1c(CSc2nc3ccccc3[nH]2)n[nH]c1=S,-0.66,-5,3,11,0,-0.7,8,11[20 µM],-16
Cc1ccc(SCCNC(=O)c2ccccc2)cc1,-0.017,-2,14,-5,-1,0.4,23,-17[20 µM],16
CCN(CC)CCn1c(=S)[nH]c2cc(Cl)ccc2c1=O,25*,-9,-9,3,-1,0.6,-9,-27,11
CCc1c(C(=O)Nc2ncn(Cc3cccc(C)c3)n2)csc1C,-1.6,3,7,-2,0,-1.1,22,-6[20 µM],-26
Cc1sc(NC(=O)CCCC(=O)O)c(C(N)=O)c1-c1ccccc1,0.33,-5,0,2,5,-0.3,6,-19,nt
Cc1cc(C)c2cc(CN(Cc3nnnn3Cc3ccc(F)cc3)C3CCCC3)c(=O)[nH]c2c1,nt,-6,-5,29*,2,0.7,2,-9[20 µM],14
CC(C)CCn1cnc2c(cnn2-c2ccc(F)cc2)c1=O,nt,3,-1,4,5,0.8,19,-22,-8
COc1ccc(NC(=O)COC(=O)Cc2ccccc2[N+](=O)[O-])cc1OC,-0.8,-1,-6,-1,31*,-0.2,9,-8,-4
C1CCCC(NC2=NCCO2)CCC1,0.1,-1,1,7,-1,0.3,8,-20,-1
Cc1cc(NC(=S)Nc2ccccc2)ccc1Br,nt,-3,-5,6,-1,1.9,4,-20[20 µM],-7
CCOC(=O)N1CCC(NC(=O)c2ccc(Cl)cc2)CC1,0.53,-2,2,3,-2,0.1,9,-7,4
Brc1ccc(-c2csc(NC3=NCCCCC3)n2)cc1,0.06,-2,4,7,0,0.6,10,-23,1
